High-throughput results: PubChem, several laboratories
FLuc inhib CS: inhibits firefly luciferase, flagging false hits in luciferase inhibition screens; P08659; ATPLite firefly luciferase biochemical luminescence, 10 min; inhibition, % at 10 µM; actives 1.5% (n = 200,000);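 active = inhibition above about 50% when tested at 10 µM, limit read from the data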
Target sequence (P08659 whole entry, looked up): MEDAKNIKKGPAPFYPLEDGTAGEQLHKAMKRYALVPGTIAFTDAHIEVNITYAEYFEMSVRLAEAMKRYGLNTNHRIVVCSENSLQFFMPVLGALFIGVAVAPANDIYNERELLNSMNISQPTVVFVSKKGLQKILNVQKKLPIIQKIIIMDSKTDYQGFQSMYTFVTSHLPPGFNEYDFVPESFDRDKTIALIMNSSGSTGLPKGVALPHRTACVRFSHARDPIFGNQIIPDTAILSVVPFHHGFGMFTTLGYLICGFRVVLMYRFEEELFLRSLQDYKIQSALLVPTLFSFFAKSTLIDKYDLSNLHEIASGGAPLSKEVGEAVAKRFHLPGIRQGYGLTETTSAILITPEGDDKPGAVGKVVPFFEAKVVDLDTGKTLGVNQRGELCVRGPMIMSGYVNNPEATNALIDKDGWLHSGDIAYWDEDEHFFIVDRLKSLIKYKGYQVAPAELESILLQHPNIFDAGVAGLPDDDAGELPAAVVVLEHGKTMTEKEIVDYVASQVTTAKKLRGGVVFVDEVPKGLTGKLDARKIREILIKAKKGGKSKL
G6PDH counter: counter-screen for G6PDH assay hits: L. mesenteroides G6PDH inhibition | inhibition, % at 5 µM | actives 0.12% (n = 200,000) | Purified L. mesenteroides G6PDH, diaphorase/resazurin coupled fluorescence, 45 min | AID 1020; in the data active = inhibition above about 50%
APP 5UTR inh: APP translation inhibition. inhibition, % at 2 µM. actives 0.82% (n = 190,000). SH-SY5Y APP 5'UTR-luciferase reporter, luminescence. AID 1285;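 active = inhibition above a set limit, derived from the sample mean plus 3 SD, cut at about 45% in these data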; also: values of inactives mirror those of a sister screen read the other way
Hsp70 activator: Hsp70 transcriptional activation, primary screen; activation, % at 10 µM; AID 1203; actives 0.04% (n = 200,000); HeLa Hsp70 promoter luciferase reporter, luminescence; scaled: vehicle 0, proteasome-inhibitor control 100%;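 active = activation above the mean across all tested compounds plus 3 SD, cutoff set per campaign, cut at about 5.5% in these data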;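 also: 100% = MG132 at 30 µM as the positive control and 0% = DMSO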
APP 5'UTR act: APP 5'UTR luciferase reporter activation; SH-SY5Y APP 5'UTR luciferase reporter, luminescence; zero percent = DMSO vehicle wells; activation, % at 2 µM; actives 1% (n = 190,000);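 active = activation above a set limit, based on mean plus 3 SD of controls, cut at about 140% in these data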; also: values of inactives mirror those of a sister screen read the other way
Efa HMGR inh: inhibitors of class II HMG-CoA reductase from Enterococcus faecalis; purified E. faecalis HMGR, NADPH absorbance 340 nm kinetic; inhibition, % at 10 µM; actives 0.41% (n = 190,000); AID 1066;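 active = inhibition above a set limit, the median over all tested compounds plus 3 SD, cut at about 9.5% in these data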;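 also: enzyme runs in reverse so mevalonate oxidation gives rising NADPH absorbance; 0% = complete reaction with DMSO and 100% = background rate lacking mevalonate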
Redox H2O2 prof: compounds producing H2O2 with reducing agent – biochemical, NIH compound library profiling, artefact control for MLSCN library redox annotation, primary screen; DTT-dependent redox cycling H2O2, phenol red/HRP absorbance; 100% = 100 µM peroxide control, 0% = buffer; activation, % at 10 µM; actives 0.03% (n = 200,000);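 active = activation of at least 50% relative to the plate's high and low controls in the primary single-dose screen; inactive = activation below 50%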;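 also: compound incubated with DTT at 0.8 mM final as the reducing agent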
STAT1 act: STAT1 signaling activation | NIH 3T3 STAT1-luciferase reporter, IFN-gamma, luminescence; 100% = IFN-gamma alone, no compound | activation (% of control), % at 5.5 µM | AID 932 | actives 2.6% (n = 200,000);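 active = activation above the screen-wide mean activation plus 3 SD, cut at about 130% in these data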;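 also: raw ratio to IFN-gamma control signal so 100% means no change and 0% no light; values of inactives mirror those of a sister screen read the other way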
NF-kB expr up: raises NF-kB expression in human neuronal cells | NF-kB reporter expression; hits give high values | fold change at 12.5 µM | actives 1.6% (n = 190,000) | AID 1239; in the data active = fold change above about 3.3
FLuc act counter: affects firefly luciferase, flagging false hits in luciferase stimulation screens. P08659. ATPlite luciferase biochemical, luminescence, 10 min; 0 = ATP-free wells, 1 = DMSO control. activation factor at 10 µM. 200,000 tested, under 10 active;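 active = luciferase activation factor, scaled between plate controls, of at least 2 with compound at 10 µM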
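Assay system: Luciferase/luciferin detection reagent, cell-free biochemical luciferase assay / Also added: ATP substrate / Schedule: 10 min at ambient temperature / Measured by: luminescence measurement of luciferase light output / Benchmarks: low control with PBS replacing ATP, high control enzyme plus ATP without compound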
An asterisk follows results filed as active.

cpd | SMILES | FLuc inhib CS | G6PDH counter | APP 5UTR inh | Hsp70 activator | APP 5'UTR act
1 | O=C(NC1CCCCCC1)c1ccc(N2CCCC2=O)cc1 | 34 | 13 | -75 | 0.2 | 75
2 | O=C(CCN1C(=O)c2ccccc2C1=O)N1CCOCC1 | -5 | 5 | -16 | -0.1 | 16
3 | O=C(Nc1ccccc1)C1=C[C@@H](C2CC2)C[C@@H](OCc2ccc(CO)cc2)O1 | 28 | 7 | -29 | 0.2 | 29
4 | CCCOc1cccc(C(=O)Nc2cc(NC(=O)c3ccco3)ccc2OC)c1 | -4 | -53 | 1 | -0.4 | -1
5 | CC(=O)NC1=NC(=O)/C(=C/c2cc(C)n(-c3ccc(NC(C)=O)cc3)c2C)S1 | 19 | 5 | -16 | -0.2 | 16
6 | COC(=O)C(CC(=O)c1ccc(Cl)cc1)c1ccc(C(C)C)cc1 (stereo unspecified) | 0 | -2 | -5 | 0.0 | 5
7 | CNC(=S)Nc1cccc([N+](=O)[O-])c1 | -4 | 3 | -11 | -0.1 | 11
8 | O=C(CC(c1ccccc1)c1ccco1)N1CCCCC1 (stereo unspecified) | -11 | 10 | 8 | 0.0 | -8
9 | N#Cc1c(C(F)(F)F)cc(-c2cccs2)nc1SCc1cccnc1 | -6 | 9 | -9 | -0.2 | 9
10 | COc1ccc(C(=O)/C=C/c2ccccc2)c(O)c1 | 18 | -7 | -26 | -0.1 | 26
11 | O=C(CSc1cccc[n+]1[O-])Nc1ccc(N2CCOCC2)cc1 | -5 | -2 | -21 | -0.1 | 21
12 | Cc1cc2nc(CN(C)Cc3c(C(=O)N(C)C)nc4ccc(Cl)cn34)[nH]c2cc1C | -8 | 11 | -3 | -0.3 | 3
13 | S=C(Nc1cccc(Cl)c1)N1CCOCC1 | -6 | -16 | -7 | 0.0 | 7
14 | O=C(NCc1cccnc1)/C(=C/c1ccc(-c2cccc(Cl)c2)o1)S(=O)(=O)c1ccccc1 | -5 | 0 | -23 | 0.3 | 23
15 | COc1ccc(CNC(=O)C(OC(C)=O)c2ccccn2)cc1 (stereo unspecified) | -3 | 1 | -2 | -0.1 | 2

cpd | Efa HMGR inh | Redox H2O2 prof | STAT1 act | NF-kB expr up | FLuc act counter
1 | -5 | -1.6 | 127 | 3.2 | 0.7
2 | -1 | 0.2 | 101 | 1.3 | 1.1
3 | -4 | 0.4 | 111 | 1.1 | 0.7
4 | -7 | 1.9 | 94 | 0.6 | 1
5 | -4 | 0.6 | 105 | 1.9 | 0.8
6 | 3 | -0.1 | 106 | 1.3 | 1
7 | 3 | 3.1 | 98 | 1 | 1
8 | 5 | 0.0 | 101 | 1 | 1.1
9 | -10 | 0.2 | 96 | 1.3 | 1.1
10 | -3 | -0.3 | 115 | 2.1 | 0.8
11 | -5 | 0.4 | 92 | 1.1 | 1.1
12 | -3 | -1.1 | 105 | 0.89 | 1.1
13 | 2 | -1.4 | 100 | 0.92 | 1.1
14 | -2 | -3.9 | 75 | 0.16 | 1
15 | -7 | 2.3 | 105 | 1.1 | 1

cpd | SMILES | FLuc inhib CS | G6PDH counter | APP 5UTR inh | Hsp70 activator | APP 5'UTR act
16 | O=C(O)c1ccc(C2SCC(=O)N2Cc2ccccc2)cc1 (stereo unspecified) | -6 | -17 | -7 | -0.4 | 7
17 | CCOC(=O)N1CCN(C(=O)/C(=C/c2cccc3ccccc23)NC(=O)c2ccc(OC)cc2)CC1 | -4 | -12 | -12 | -0.1 | 12
18 | CCOc1ccc2[nH]c(=O)c(CN(Cc3cccnc3)C(=O)Nc3ccccc3OC)cc2c1 | 0 | 2 | 7 | -0.1 | -7
19 | CCCCCc1nnc(NC(=O)OCCC)s1 | -4 | 13 | 2 | 0.0 | -2
20 | Cc1nc2ccccc2c(=O)n1/N=C/c1ccccn1 | -1 | 6 | -4 | -0.2 | 4
21 | O=C1CC(Sc2ncccn2)C(=O)N1c1ccccc1 (stereo unspecified) | -6 | 1 | -1 | -0.4 | 1
22 | Cc1ccc(C)c(S(=O)(=O)NCc2ccc(C(=O)N3CCCCCC3)cc2)c1 | -7 | 6 | -5 | -0.4 | 5
23 | CCCC1(C(=O)OCC)NC(c2ccc(O)cc2)C2C(=O)N(c3ccc4c(c3)OCCO4)C(=O)C21 (stereo unspecified) | -9 | 6 | -12 | -0.3 | 12
24 | N#C/C(=C\c1ccc(-c2ccc(F)cc2)o1)C(=O)Nc1nc(-c2cccs2)cs1 | 1 | -22 | 2 | -0.5 | -3
25 | CCc1nc2cc([N+](=O)[O-])c([N+](=O)[O-])cc2[nH]1 | 0 | 0 | 5 | -0.3 | -5
26 | CCOc1ccc(N2C(=O)CCC2=O)cc1 | -4 | -9 | -12 | 0.1 | 12
27 | CC12CCC(=O)N1C(C(=O)OCC(=O)Nc1ccc(Cl)c(Cl)c1)CS2 (stereo unspecified) | -3 | 0 | 0 | -0.4 | 0
28 | O=C(CNC(=O)c1cccc(F)c1)N/N=C/c1ccc([N+](=O)[O-])s1 | -4 | 2 | 5 | 0.0 | -5
29 | Cn1cc([N+](=O)[O-])c(C(=O)N/N=C/c2ccccc2)n1 | -6 | 9 | -3 | -0.2 | 3
30 | CCOC(=O)Cc1nnc(NC(=O)c2cccc(OCC)c2)s1 | 3 | 0 | -12 | -0.2 | 12

cpd | Efa HMGR inh | Redox H2O2 prof | STAT1 act | NF-kB expr up | FLuc act counter
16 | 3 | -0.8 | 101 | 1 | 1.1
17 | -6 | -0.7 | 105 | 0.86 | 1
18 | -5 | 0.0 | 105 | 0.86 | 1
19 | -4 | 0.5 | 101 | 0.93 | 1
20 | 0 | 1.6 | 123 | 1.2 | 1
21 | -3 | -0.2 | 95 | 1.1 | 1.1
22 | -4 | -0.7 | 91 | 1 | 1.1
23 | 3 | 0.2 | 98 | 1 | 1.1
24 | -5 | 1.1 | 100 | 1.1 | 1
25 | 0 | -0.1 | 102 | 1.2 | 1
26 | -1 | 0.7 | 105 | 1.1 | 1
27 | -2 | -0.4 | 94 | 1 | 1
28 | -7 | 0.0 | 88 | 0.72 | 1
29 | -3 | -5.0 | 88 | 1.2 | 1.1
30 | -2 | 1.3 | 100 | 1.3 | 1

cpd | SMILES | FLuc inhib CS | G6PDH counter | APP 5UTR inh | Hsp70 activator | APP 5'UTR act
31 | Oc1c(Cl)cc(Cl)cc1C=Nc1ccc2c(c1)OCCO2 | 2 | 24 | -7 | -0.4 | 7
32 | COc1ccc(S(=O)(=O)Nc2ccc(F)c(F)c2)cc1Cl | -2 | 6 | -2 | -0.2 | 2
33 | Cc1ccc(Cn2cnc3ccccc32)cc1 | 1 | -2 | 10 | -0.2 | -10
34 | CC(=O)NCCOc1ccc(C(=O)O)cc1 | -1 | 5 | 1 | -0.3 | -1
35 | COc1ccc(C2Nc3ccccc3C(=O)N2NS(=O)(=O)c2ccc(C)cc2)cc1 (stereo unspecified) | -4 | -1 | -24 | -0.1 | 24
36 | Cn1c(=O)c2c(nc(SCCN3CCOCC3)n2Cc2ccc(F)cc2)n(C)c1=O | -6 | 0 | 6 | -0.1 | -6
37 | O=C(Oc1ccccc1C(=O)Oc1ccccc1)c1ccco1 | -6 | -1 | -9 | -0.3 | 9
38 | O=C(CN1CCN(CCC(=O)Nc2ccccc2F)CC1)Nc1ccc(F)cc1 | -2 | 4 | 11 | -0.3 | -11
39 | O=C(CNC(=O)c1ccccn1)N/N=C/c1ccccc1 | -6 | 2 | -7 | -0.2 | 7
40 | COC(=O)c1ccc(NC(=O)c2c(C(=O)Nc3ccccc3)sc3nc(C)cc(=O)n23)cc1 | -4 | 3 | 14 | -0.2 | -14
41 | CCOc1cc(NC(=S)NCCCOC)c(OCC)cc1NC(=O)c1ccco1 | -13 | 10 | -18 | -0.3 | 18
42 | CC1(C)CC(=O)C2=C(C1)N(c1ccc(F)cc1)C(=O)CC2c1ccccc1 (stereo unspecified) | -4 | 5 | -10 | -0.7 | 10
43 | O=c1cc(C(F)(F)F)nc(-c2ccccc2)[nH]1 | -8 | 5 | -1 | -0.3 | 1
44 | CCCCCCCCn1cc(C(C)=O)c(=O)[nH]c1=O | -3 | -3 | 3 | -0.3 | -3
45 | Cc1ccc(S(=O)(=O)NCC(=O)N2CCOCC2)cc1 | -4 | 9 | 21 | 0.5 | -21

cpd | Efa HMGR inh | Redox H2O2 prof | STAT1 act | NF-kB expr up | FLuc act counter
31 | 1 | -0.4 | 107 | 0.79 | 1
32 | -3 | 0.3 | 100 | 1.2 | 1
33 | -1 | -0.1 | 95 | 1 | 1
34 | -1 | -0.4 | 100 | 1 | 1
35 | 13* | -0.2 | 87 | 1.1 | 1
36 | -5 | 1.8 | 99 | 1.1 | 1.1
37 | -7 | 1.0 | 96 | 1 | 1.1
38 | -1 | -2.2 | 105 | 1 | 1
39 | 3 | 2.0 | 103 | 2.3 | 1.1
40 | 1 | 0.1 | 104 | 0.88 | 1
41 | -6 | -0.7 | 100 | 0.93 | 1.1
42 | 1 | 0.2 | 96 | 0.96 | 1
43 | -8 | -0.2 | 102 | 0.93 | 1.1
44 | 0 | -4.3 | 100 | 0.57 | 1
45 | -3 | 0.3 | 108 | 1.1 | 1

The final two compounds of the part above open the next one.
cpd | SMILES | FLuc inhib CS | G6PDH counter | APP 5UTR inh | Hsp70 activator | APP 5'UTR act
44 | CCCCCCCCn1cc(C(C)=O)c(=O)[nH]c1=O | -3 | -3 | 3 | -0.3 | -3
45 | Cc1ccc(S(=O)(=O)NCC(=O)N2CCOCC2)cc1 | -4 | 9 | 21 | 0.5 | -21
46 | Fc1cccc(NC(=S)Nc2cccnc2)c1 | -5 | 6 | -19 | 0.1 | 19
47 | CC(C)OCCCNC(=O)CNC(=O)c1ccc(Cl)c(Cl)c1 | -6 | 0 | 1 | 0.1 | -1
48 | O=C(N/N=C/c1ccco1)c1cc(C2CC2)nc2ccccc12 | -3 | 2 | 9 | -0.3 | -9
49 | CCCCN(CC)CCCNC(=O)CC1Oc2ccccc2NC1=O (stereo unspecified) | -9 | -10 | 2 | 0.1 | -2
50 | N#Cc1c2c(c(NCCCN3CCOCC3)n3c1nc1ccccc13)CCC2 | -8 | 3 | 2 | -0.1 | -2

cpd | Efa HMGR inh | Redox H2O2 prof | STAT1 act | NF-kB expr up | FLuc act counter
44 | 0 | -4.3 | 100 | 0.57 | 1
45 | -3 | 0.3 | 108 | 1.1 | 1
46 | -1 | 0.1 | 97 | 0.86 | 1
47 | 4 | 0.1 | 99 | 1.1 | 1.1
48 | -1 | -0.5 | 98 | 1.1 | 1
49 | 2 | 0.5 | 94 | 1.1 | 1.1
50 | -2 | 1.5 | 97 | 0.83 | 1.1

Three entries picked at random from the list so far:
cpd | SMILES | FLuc inhib CS | G6PDH counter | APP 5UTR inh | Hsp70 activator | APP 5'UTR act
46 | Fc1cccc(NC(=S)Nc2cccnc2)c1 | -5 | 6 | -19 | 0.1 | 19
47 | CC(C)OCCCNC(=O)CNC(=O)c1ccc(Cl)c(Cl)c1 | -6 | 0 | 1 | 0.1 | -1
48 | O=C(N/N=C/c1ccco1)c1cc(C2CC2)nc2ccccc12 | -3 | 2 | 9 | -0.3 | -9

cpd | Efa HMGR inh | Redox H2O2 prof | STAT1 act | NF-kB expr up | FLuc act counter
46 | -1 | 0.1 | 97 | 0.86 | 1
47 | 4 | 0.1 | 99 | 1.1 | 1.1
48 | -1 | -0.5 | 98 | 1.1 | 1
